TTR transcr act: activators of transthyretin transcription | SH-SY5Y TTR promoter Gaussia luciferase, luminescence; 100% = recombinant luciferase protein wells | activation, % at 16.7 µM | 92,000 tested, 1.3% active | AID 1117267;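 active means activation above the mean of all tested compounds plus 3 SD, cut at about 9.5% in these data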;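 further: cells exposed to compounds for one day before reading; 0% = median of all test compound wells on the plate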
* = called active by the depositor.

SMILES	TTR transcr act
CCOC(=O)N1CCN(c2ncnc3c2cnn3-c2ccc(Cl)cc2)CC1	0.1
CC/C(=N/NC(=O)CCC(=O)Nc1ccccc1OC)c1ccccc1	4.7
Cc1ccc(Nc2nc(N/N=C/c3c[nH]c4ccccc34)nc(N3CCOCC3)n2)cc1	-2.3
Cc1ccc(S(=O)(=O)N(CC(=O)Nc2ccccc2C(=O)O)c2cccc(Cl)c2C)cc1	-0.2
CCCCSc1nnc2[nH]c(=O)cc(N)n12	-1.6
CCC(C)NS(=O)(=O)c1cc2c3c(c1)CCC(=O)N3CCC2 (stereo unspecified)	-1.2
FC(F)(F)c1cc(-c2ccccc2)nc(NCc2cccnc2)n1	7.3
COc1ccc(NC(=O)NCc2ccc3c(c2)OCO3)cc1	0.3
O=C(Nc1ccc2c(c1)C(=O)NC2=O)c1ccc(S(=O)(=O)N2CCCC2)cc1	0.6
CSc1ncccc1C(=O)OCC(=O)NC1CCCCC1	0.9
CC(C)n1c(=S)[nH]c2cc(C(F)(F)F)ccc21	5.8
O=C(Nc1ccc([N+](=O)[O-])cc1)C1CC12CCC2 (stereo unspecified)	2.2
COc1cc2oc(=O)cc(CN3CCN(c4ccccc4F)CC3)c2cc1Cl	-0.5
COc1ccccc1CC(=O)Nc1ccccc1O	3.1
Nc1[nH]c(C(=O)c2ccccc2)c(-c2cccnc2)c1C(=O)NCCc1ccc(Cl)cc1Cl	0.4
Cc1ccc(C(=O)OCC(=O)NCc2cccs2)s1	-0.1
Cn1c(CSc2nc3ccccc3s2)n[nH]c1=S	-1.6
COc1ccc(CNC(=O)c2ccc(Cn3cc(Br)cn3)o2)cc1	0.5
O=c1c2ccccc2nc2c3ccccc3c(NCCN3CCOCC3)nn12	3.1
CN(CC(=O)Nc1ccc(Cl)c(Cl)c1)C(=O)C1CCC1	0.3

Six of the compounds above, bar-delimited.
molecule | TTR transcr act
Nc1[nH]c(C(=O)c2ccccc2)c(-c2cccnc2)c1C(=O)NCCc1ccc(Cl)cc1Cl | 0.4
Cc1ccc(C(=O)OCC(=O)NCc2cccs2)s1 | -0.1
Cn1c(CSc2nc3ccccc3s2)n[nH]c1=S | -1.6
COc1ccc(CNC(=O)c2ccc(Cn3cc(Br)cn3)o2)cc1 | 0.5
O=c1c2ccccc2nc2c3ccccc3c(NCCN3CCOCC3)nn12 | 3.1
CN(CC(=O)Nc1ccc(Cl)c(Cl)c1)C(=O)C1CCC1 | 0.3

More entries follow:
SMILES	TTR transcr act
COc1ccccc1C(=O)N/C(=C/c1ccc(Br)cc1)C(=O)N1CCCC1	2.2
O=C(COCc1ccccc1)NC1CCCCN(Cc2ccc(Cl)cc2)C1=O (stereo unspecified)	0.8
CCCCC(=O)NC(c1ccco1)c1c(O)ccc2ccccc12 (stereo unspecified)	0.8
Cc1ccnc(NC(=O)CNC(=O)c2ccc(Br)o2)c1	0.6
CCCC(O)(CCN1CCCCC1)c1ccc(OCC)cc1 (stereo unspecified)	-1.1
Cc1noc(C)c1C(=O)OCC(=O)Nc1cccc(S(N)(=O)=O)c1	-1.1
O=C1C2C(c3ccccc3)C=CC(c3ccccc3)C2C(=O)N1c1ccncc1 (stereo unspecified)	-0.7
CCc1nnc(NC(=O)c2ccc(S(=O)(=O)N(C)Cc3ccccc3)cc2)o1	-1.1
COC(=O)c1ccc(Cn2cnc3c(Cl)ncnc32)cc1	-0.5
O=C(COc1ccc(Cl)cc1Cl)OCC(=O)N1CCCc2ccccc21	-0.3
CC(C)c1cc[n+](-c2nc([O-])sc2C=O)cc1	2.6
Cc1cccc(OC(=O)c2cncc(Br)c2)c1	1.5
c1ccc(C2(CN3CCNC[C@@H]3CC3CCCCC3)CC2)cc1	-0.4
Cc1cnc(NC(=O)CSc2nnc(COc3ccccc3)o2)s1	-0.3
CC(C)CC(N)C(=O)OCc1ccc([N+](=O)[O-])cc1 (stereo unspecified)	1.5
O=S1(=O)c2c(F)cccc2O[C@@H](COCc2ccccc2)CN1CCc1ccc(F)cc1	0.3
COc1ccc(C(=O)N2CCCC(C(=O)N3CCN(c4ccccc4)CC3)C2)cc1 (stereo unspecified)	2.5
CC1CCC2C(=O)N(c3ccccc3OC(=O)c3ccccc3F)C(=O)C2C1 (stereo unspecified)	-1.4
CN(C(=O)CSc1nncc2ccccc12)C1CCCCC1	1.4
CCN(CC)S(=O)(=O)c1csc(C(=O)Nc2ccccn2)c1	-2.4
O=C(COc1ncnc2cc([N+](=O)[O-])ccc12)NC(=O)NC1CCCCC1	0.2
Cc1cc(N)n(-c2nc(-c3cccnc3)nc3ccccc23)n1	6.8
CCCc1nc2ccccc2n1CC(O)COc1ccc(NC(C)=O)cc1 (stereo unspecified)	-2.4
CCCc1cc(=O)[nH]c(SCC(=O)Nc2cc(S(=O)(=O)N3CCCCC3)ccc2C)n1	0.7
CNC(=S)Nc1ccc(C(N)=O)cc1	-0.7
CCC(C)c1c(O)nc(SCC(=O)c2ccccc2)[nH]c1=O (stereo unspecified)	1.3
Cc1c(Cl)cccc1NC(=O)CNC(=O)Cc1n[nH]c(=O)c2ccccc12	-1.3
CCN(CC(=O)N1CCOCC1)S(=O)(=O)c1ccc(C)cc1	9.0
CCCOc1ccc(/C=N/Nc2ccc(C(=O)O)cc2)c(OCCC)c1	-1.3
C/C(Cn1nnc2ccccc21)=N\NC(=O)c1cccc(Br)c1	-0.8
O=C(N/N=C/C=C/c1ccco1)c1ccncc1	1.9
CN(C(=O)c1cccc(NC(=O)Cc2ccc(NC(=O)C3CCN(C(=O)c4ccccc4)CC3)cc2)c1)C1CCCCC1	-0.1
COc1ccc(CN2CCNC(=O)C2CC(=O)NCCSc2nccn2C)cc1OC (stereo unspecified)	0.8
COc1ccc(/C=N/OC(=O)Nc2ccccc2OC)cc1	-2.4
Cc1ccc(C(=O)Cn2c(C(=O)O)cc3ccccc32)cc1	-1.8
Cn1c2c(c(=O)c3ccccc31)CCCC2	0.8
CCCCCOC(=O)Cn1c(=O)oc2ccc(C)cc21	2.7
CCCCN(C)C(=O)c1nc2ccccn2c1CN1CCN(c2ncccn2)CC1	-0.2
NC1=NC(=O)C2(COC(c3ccccc3Cl)OC2)S1 (stereo unspecified)	-1.1
CC(=O)Nc1ccc(NC(=O)c2ccccc2S(=O)(=O)c2ccc([N+](=O)[O-])cc2)cc1	1.1
CCn1c(CC(=O)Nc2ccccc2)nnc1SCC(=O)N1CCOCC1	0.7
C[C@@H]1CN([C@@H](C)CO)S(=O)(=O)c2ccc(Br)cc2O[C@H]1CN(C)C(=O)c1cccc(F)c1	-0.3
Cn1nc(C(F)(F)F)c(-c2ccc(F)cc2)c1NC(=O)c1cccnc1	-1.2
Cc1ccccc1-n1c(SCc2cc(=O)n3ccccc3n2)nc2[nH]ncc2c1=O	-2.0
Cc1nnc2ccc(-c3cccc(NC(=O)Cc4cccs4)c3)nn12	-0.7
CCOc1ccccc1NC(=O)CN1C(=O)COc2ccccc21	-0.8
O=P(Nc1ccccc1)(Nc1ccccc1)c1ccccc1	-2.1
Fc1ccccc1/C=N/n1c(-c2cccnc2)n[nH]c1=S	-1.3
CCOc1cc(NC(=S)NCCCN2CCOCC2)c(OCC)cc1NC(=O)C1CCCCC1	-0.5
N#CCCN(Cc1ccncc1)C(=S)NC1CC2C=CC1C2 (stereo unspecified)	1.6
(continued)
SMILES	TTR transcr act
Cc1nnc(NC(=O)CSc2nnc(-c3ccco3)n2C(C)C)s1	-0.9
COc1ccccc1-c1nnc(SCC(=O)N2CCCC2)o1	0.8
O=C(CCNS(=O)(=O)c1ccc2[nH]c(=O)oc2c1)NCc1ccc(F)cc1	2.5
O=[N+]([O-])c1ccccc1O[C@@H]1O[C@H](CO)[C@H](O)[C@H](O)[C@H]1O	1.6
Cn1cc(CNC(=O)C2c3ccccc3Oc3ccccc32)cn1	1.4
CC(=O)NCCc1ccc(C(=O)COC(=O)c2cccs2)cc1	-0.6
CCSc1nnc(NC(=O)NC(CC)(C(F)(F)F)C(F)(F)F)s1	-5.9
COc1ccc(CN2CCN(c3cc(C)nc4c5c(C)cc(C)nc5nn34)CC2)cc1F	-0.7
O=C1CC(c2ccccc2)=NN1c1ccccc1	-2.3
CCN(CC)C(=O)C1CCCN(Cc2cccc(F)c2)C1 (stereo unspecified)	1.4
N#Cc1ccc2[nH]c(CO)c(-c3ccccc3)c2c1	-1.4
NC(=O)CCC(C(=O)O)N1C(=O)C2C3CCC(C3)C2C1=O (stereo unspecified)	0.0
Cc1nc(SCC(=O)c2ccc(F)c(F)c2)[nH]c(=O)c1Oc1ccc(F)cc1	0.5
Cn1c(=O)oc2cc(S(=O)(=O)N3CCN(c4ccccc4)CC3)ccc21	1.7
COC(=O)COc1ccc(NS(=O)(=O)c2cccc([N+](=O)[O-])c2)cc1	1.3
CCCCSc1nnc2c(n1)[nH]c1ccccc12	3.6
Cc1cccc(-n2nc3c(c2NC(=O)c2ccc(Br)o2)CSC3)c1	0.2
O=C1NCCN1Cc1ccccc1	0.4
Nc1ncnc2c1ncn2[C@@H]1O[C@H](CNS(=O)(=O)C2CC2)[C@@H](O)[C@H]1O	0.1
COc1ccc2oc(=O)c(-c3nnc(N)s3)cc2c1	10*

As entered above.
`COc1ccc2oc(=O)c(-c3nnc(N)s3)cc2c1` – TTR transcr act = 10*
`Cc1cccc(-n2nc3c(c2NC(=O)c2ccc(Br)o2)CSC3)c1` – TTR transcr act = 0.2
`O=C1NCCN1Cc1ccccc1` – TTR transcr act = 0.4

(further entries)
SMILES	TTR transcr act
O=C(CSc1nc2ccccc2[nH]1)Nc1c(F)c(F)c(F)c(F)c1F	0.0
O=C(CNC(=O)c1ccccc1)OCCCOC(=O)CNC(=O)c1ccccc1	-1.5
CC(C)c1ccc(NC(=O)c2sccc2-n2cccc2)cc1	-0.1
O=C(COC(=O)Cc1ccc(F)cc1)NC1CCCCC1	-2.0
CCCc1nnc(NC(=O)CN2CCOCC2)s1	1.5
CNC(=S)NNC(=O)c1ccccc1F	1.2
O=C(CSc1ccccc1C(=O)O)NCc1ccccc1	-0.4
C#CC1(NC(=O)NC(C)(C)C)CCCCC1	5.4
O=C(O)c1cccc(-c2csc(C(O)c3ccccc3)n2)c1 (stereo unspecified)	0.0
O=C(O)COCC(=O)Nc1ccc(OCCc2ccccc2)cc1	6.2

Random excerpt: 2 records from the list
SMILES	TTR transcr act
CC(C)c1ccc(NC(=O)c2sccc2-n2cccc2)cc1	-0.1
C#CC1(NC(=O)NC(C)(C)C)CCCCC1	5.4

(further entries)
SMILES	TTR transcr act
O=C(CSc1nnc(CNC(=O)c2ccccc2)o1)Nc1ccc2c(c1)OCO2	0.1
CCOC(=O)c1c(/N=C/c2cc([N+](=O)[O-])ccc2O)sc(C)c1C	-0.8
CC1(CCc2ccccc2)NC(=O)NC1=O (stereo unspecified)	0.5
C#CCOCCOCCOCCNc1nc(N2CCN(C(=O)[C@H]([C@@H](C)CC)n3cc([C@@H](N)Cc4ccc(O)cc4)nn3)CC2)nc(N2CCN(C(=O)[C@H](Cc3ccc(O)cc3)n3cc([C@@H](N)C(C)CC)nn3)CC2)n1 (stereo partly specified)	-1.8
COc1ccc(C(CNc2nc(-c3cccnc3)nc3ccccc23)N(C)C)cc1 (stereo unspecified)	1.2
Cn1nc(C(C)(C)C)cc1C(=O)O	0.9
COC(=O)[C@@]1(C(C)C)N=C(c2cc(OC)c(OC)c(OC)c2)[C@]2(O1)C(=O)N(C)c1ccc(Cl)cc12	1.5
Cc1cc(C(=O)COc2cccnc2[N+](=O)[O-])c(C)n1-c1ccccc1F	-0.1
CCOC(=O)N1CCN(C(=O)C2CCN(CC3CCCCC3)CC2)CC1	-1.6
COc1ccc(N2C(=O)CCC(C(=O)NCCN3CCOCC3)C2c2ccc(OC)c(OC)c2)cc1 (stereo unspecified)	0.6
C=CCOc1c2ccc(C(=O)N(CC)c3ccc(OC)cc3)cc2nn1C	4.0
O=C(O)CC1(Cc2nc(-c3cccs3)no2)CCCC1	0.0
O=C(CCCn1c(SCC(=O)c2ccc(F)cc2)nc2ccccc2c1=O)NCc1ccco1	-2.4
COc1ccc(Nc2cc(C(=O)NCCCN3CCN(C)CC3)c3ccccc3n2)c(OC)c1	1.0
CCOC(=O)CCC(=O)Nc1ccc(S(=O)(=O)N2CCC(C)CC2)cc1	2.1
CCN(CC(=O)Nc1ccccc1Br)C1CCCCC1	-1.4
COc1ccc(CN(Cc2cc3cccc(C)c3n3nnnc23)C(=O)N2CCOCC2)cc1	-2.0
O=C1[C@@H]2Cc3ccccc3CN2C(=O)N1c1cccc(F)c1	0.2
O=[N+]([O-])c1ccn(-c2nc(-c3ccccc3)cc(C(F)(F)F)n2)n1	0.8
COc1ccc(OC)c(Nc2nc(NCCO)c3ccccc3n2)c1	1.1

3 entries out of the list above, ordered by their value in TTR transcr act, falling:
SMILES | TTR transcr act
O=[N+]([O-])c1ccccc1O[C@@H]1O[C@H](CO)[C@H](O)[C@H](O)[C@H]1O | 1.6
O=[N+]([O-])c1ccn(-c2nc(-c3ccccc3)cc(C(F)(F)F)n2)n1 | 0.8
Cc1ccc(S(=O)(=O)N(CC(=O)Nc2ccccc2C(=O)O)c2cccc(Cl)c2C)cc1 | -0.2

More records.
SMILES	TTR transcr act
CC1(c2nc3ccccc3[nH]2)c2ccccc2C(=O)N1Cc1ccccc1 (stereo unspecified)	0.3
COc1ccccc1/C=C1\Cc2ccccc2C1=O	-0.1
O=S1(=O)CCOCCCN1Cc1ccccc1Br	-0.8
CCCC(=O)NC(c1ccccc1)c1c(O)ccc2ccccc12 (stereo unspecified)	-1.1
O=c1cc(-c2ccc(O)c(O)c2)oc2c(C3O[C@H](CO)[C@@H](O)[C@H](O)[C@H]3O)c(O)cc(O)c12 (stereo partly specified)	-1.7
O=C(CSC1=NNC(c2ccccn2)S1)Nc1ccc(C(F)(F)F)cc1 (stereo unspecified)	-1.1
CCS(=O)(=O)Nc1cc2c3c(c1)CCN3C(=O)CC2	-0.1
O=C(Nc1ccc(C(=O)N2CCOCC2)cc1)c1cccc([N+](=O)[O-])c1	0.6
Cc1cccc(C)c1NC(=O)C(NC=O)c1ccc(N(C)C)cc1 (stereo unspecified)	-0.7
COc1cccc(NC(=O)Nc2ccc3c(c2)OCO3)c1	-0.9
Cc1cccc(C)c1OCCOC(=O)c1cccc(S(=O)(=O)N2CCOCC2)c1	-2.0
Fc1ccc(Oc2cc(N3CCOCC3)nc(-c3ccccc3)n2)c(F)c1	-7.3
O=C(NCCc1ccccc1)c1coc(=O)c(Br)c1	1.2

These rows are one share of the data; the hit share may differ from the screen's.
